High-throughput results as filed in PubChem.
KCNK3 inh – human KCNK3 channel inhibition, primary screen | O14649 | CHO-KCNK3 thallium flux, FluxOR fluorescence; stronger effect = lower value | B-score at 10 µM | hit rate 0.84% among 340,000 | AID 602410;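 active means B-score under library mean minus 4 SD, starting fluorescence ratio at most library mean plus 5 SD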;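 further: more negative B-score means stronger inhibition of thallium flux through KCNK3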
hERG protect – shields human hERG channel from block by proarrhythmic agents. Q12809. CHO-hERG, FluxOR thallium flux, dofetilide IC70 present. activation (rescue from dofetilide block), less the hit threshold, % at 10 µM. hit rate 0.51% among 310,000. AID 1511;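 active means activation above the mean of controls blocked by dofetilide plus 5 SD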;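 further: thallium influx through hERG after potassium depolarization seen as dye fluorescence rise; in these data hits start at about 4.7%; inactives centre near -7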
KCNQ1 block – human KCNQ1 channel inhibition. P51787. CHO-K1 KCNQ1, FluxOR thallium flux fluorescence; stronger effect = higher value. B-score at 10 µM. hit rate 1.3% among 310,000;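 active means compounds whose thallium flux B-score, printed positive for inhibition, exceeds three library SD while starting fluorescence stays within three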;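 further: channel opened by potassium depolarization with thallium stimulus after 20 min compound exposure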
Target sequence (P51787 whole entry, looked up): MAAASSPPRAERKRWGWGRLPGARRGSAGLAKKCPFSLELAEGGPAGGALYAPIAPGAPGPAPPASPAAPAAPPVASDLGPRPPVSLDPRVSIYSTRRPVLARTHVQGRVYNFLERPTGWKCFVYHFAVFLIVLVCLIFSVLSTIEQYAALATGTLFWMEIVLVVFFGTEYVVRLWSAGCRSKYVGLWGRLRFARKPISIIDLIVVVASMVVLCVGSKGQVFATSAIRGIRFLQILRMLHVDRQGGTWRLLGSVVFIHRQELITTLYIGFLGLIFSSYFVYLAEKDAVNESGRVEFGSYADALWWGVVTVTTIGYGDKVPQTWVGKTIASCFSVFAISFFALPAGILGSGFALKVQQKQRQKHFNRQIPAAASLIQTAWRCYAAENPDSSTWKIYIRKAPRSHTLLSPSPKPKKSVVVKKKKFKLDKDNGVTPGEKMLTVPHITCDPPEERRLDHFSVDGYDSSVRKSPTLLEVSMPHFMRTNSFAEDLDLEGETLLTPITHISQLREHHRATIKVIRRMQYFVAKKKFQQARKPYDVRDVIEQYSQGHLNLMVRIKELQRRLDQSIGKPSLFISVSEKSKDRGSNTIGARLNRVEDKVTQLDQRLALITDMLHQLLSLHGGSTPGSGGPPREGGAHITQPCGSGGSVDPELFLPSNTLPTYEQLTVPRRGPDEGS
TRPC4 PAM – TRPC4 (mouse) allosteric potentiation; B-score at 10 µM; AID 2227; hit rate 0.42% among 310,000; HEK293 TRPC4beta/mu-opioid, DAMGO EC20, Fluo-4 Ca2+ flux; stronger effect = higher value;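 active means B-score of calcium response area above 5 SD of library B-scores, with initial fluorescence ratio within 5 SD of library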;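 further: B-score of integrated fluorescence ratio over time as area under calcium response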
KCNK9 block – human KCNK9 channel inhibition. Q9NPC2. HEK293 KCNK9, FluxOR thallium flux fluorescence; stronger effect = lower value. B-score at 10 µM. hit rate 1.2% among 310,000;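 active means ratio B-score over 3 SD below the library mean, with starting fluorescence within 5 SD of its mean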;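 further: negative B-score means less thallium flux so channel inhibition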
Target sequence (Q9NPC2 whole entry, looked up): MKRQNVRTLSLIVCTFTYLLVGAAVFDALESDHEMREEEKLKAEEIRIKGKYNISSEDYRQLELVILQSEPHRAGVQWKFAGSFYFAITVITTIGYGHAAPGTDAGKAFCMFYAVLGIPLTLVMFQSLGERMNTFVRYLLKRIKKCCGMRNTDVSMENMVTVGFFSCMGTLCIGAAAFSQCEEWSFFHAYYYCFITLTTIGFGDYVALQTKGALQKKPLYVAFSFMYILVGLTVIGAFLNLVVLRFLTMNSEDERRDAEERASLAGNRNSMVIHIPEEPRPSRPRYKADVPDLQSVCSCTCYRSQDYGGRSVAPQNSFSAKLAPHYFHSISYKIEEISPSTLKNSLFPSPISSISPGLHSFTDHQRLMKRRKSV
KCNQ1 act – human KCNQ1 channel potentiation or activation; P51787; CHO-K1 KCNQ1, thallium flux FluxOR fluorescence; stronger effect = higher value; hit rate 0.35% among 310,000; B-score at 10 µM;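 active means fluorescence ratio B-score, a plate-corrected score, at least three library SD, with initial intensity B-score within 5 SD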
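System: Stable KCNQ1 CHO-K1 line | Incubation: 90 min dye loading and 20 min compound exposure, both at room temperature | Measure: Ratio B score | Medium: Assay buffer for compound exposure, DMSO matched across wells | Compound dosing: Single-concentration screen | Probe or stimulus: K+/Tl+ depolarizing stimulus | Measured by: Kinetic FluxOR fluorescence, 10 s baseline plus 110 s post-stimulus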
TMEM16A act – activators or potentiators of mouse TMEM16A chloride channel. Q8BHY3. HEK293 TMEM16A/YFP-H148Q/I152L, iodide quench fluorescence; stronger effect = lower value. B-score at 10 µM. hit rate 0.3% among 340,000. AID 623877;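 active means fluorescence-ratio B-score plate-corrected deviation score at least 3 library SD below zero, with starting fluorescence score within 5 deviations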;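 further: channel opened by trigger with iodide after compound preincubation; score built on the fluorescence ratio of max minus min over baseline; more negative score means more quench and so TMEM16A activation or potentiation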
TRPC4 act – TRPC4 (mouse) channel activation. HEK293 TRPC4beta/mu-opioid, Fluo4 calcium fluorescence; stronger effect = higher value. B-score at 10 µM. hit rate 0.49% among 310,000. Q9QUQ5;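 active means B-score above 5 SD of library B-scores, and initial fluorescence ratio not above library mean plus 5 SD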;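 further: positive B-score marks a calcium rise read as TRPC4 activation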
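Material: TRPC4beta and mu-opioid receptor HEK293 stable cells | Incubation: 45 min room-temperature Fluo4 loading, 110 s read | Detection: Kinetic Fluo4 calcium fluorescence | Measure: Integrated baseline-normalised fluorescence ratio, converted to per-well B score | Benchmarks: Low control buffer alone, high control maximal DAMGO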
ANO1 block – inhibitors of mouse TMEM16A calcium-activated chloride channel | AID 588511 | hit rate 1.2% among 310,000 | HEK293 TMEM16A/YFP iodide influx fluorescence, ionomycin | normalized B-score (activity score, 25-100; higher = stronger inhibition) at 10 µM;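 active means ratio plate-corrected score three or more library SD toward inhibition, starting fluorescence score within five deviations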;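 further: score derived from kinetic fluorescence span divided by baseline fluorescence per well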
HDAC3 inhib – human HDAC3 inhibition; O15379; recombinant HDAC3, fluorogenic peptide/trypsin coupled, fluorescence; inhibition, % at 8.3 µM; hit rate 0.15% among 320,000; AID 2718; in the data active means inhibition above about 26%, passing the limit was not always enough
DYRK1A inh – Dyrk1A (rat) kinase inhibition; inhibition, % at 12.5 µM; hit rate 0.43% among 310,000; ADP-Glo luminescence, NFATc1 peptide; in the data active means inhibition above about 50%;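 further: plate controls were vehicle with enzyme for no effect and no enzyme for full effect; many of its hits are not listed in these tables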
Active calls of the source: *; i = inactive; x = not tested or not shown. This is a subset; rates above refer to the full screens.

SMILES | KCNK3 inh | hERG protect | KCNQ1 block | TRPC4 PAM | KCNK9 block | KCNQ1 act | TMEM16A act | TRPC4 act | ANO1 block | HDAC3 inhib | DYRK1A inh
CCOC(=O)c1csc(NC(=O)c2ccc(S(=O)(=O)N(CC)CC)cc2)n1 | i | -13.2 | i | i | i | i | i | i | i | 1.8 | -1.9
CCOC(=O)c1c2ccc(OCC(=O)N/N=C/c3ccc(C)cc3)cc2n2ccccc12 | i | -10.0 | i | i | i | i | i | i | i | 3.2 | 5.2
Cc1ccc(NC(=O)Cn2nc(C)c3ccccc3c2=O)c(C)c1 | i | -7.8 | i | i | i | i | i | i | i | 9.4 | -3.8
NC(=O)c1ccc(C(F)(F)F)n(Cc2cccc(Cl)c2)c1=O | i | -12.1 | i | i | i | i | i | i | i | 5.9 | 11.8
CCOC(=O)c1nnn(-c2nonc2N)c1-c1ccc(Cl)cc1 | i | -11.2 | i | i | i | i | i | i | i | -7.6 | -0.7
COc1cccc(/C=N/n2c(SC)nnc2-c2ccccc2)c1OC | i | -11.9 | i | i | i | i | i | i | i | -9.0 | 11.0
CCn1c(=S)sc2c(=O)n(CC(=O)Nc3ccc(OC)c(Cl)c3)c(C)nc21 | i | -2.9 | i | i | i | i | i | i | i | -3.0 | -4.2
Cc1nc(-c2cccc3ccccc23)ccc1C(=O)O | i | -3.9 | i | i | i | i | i | i | i | -11.9 | 0.6
Cc1ccc(S(=O)(=O)N2CCOCC2)cc1C(=O)Nc1cccc(S(=O)(=O)N2CCCC2)c1 | i | -7.8 | i | i | i | i | i | i | i | -0.8 | 0.1
Nc1nonc1-n1nnc(C(=O)N/N=C/c2ccccc2F)c1CN1CCc2ccccc21 | i | -3.0 | i | i | i | i | i | i | i | -0.9 | -2.7
COc1ccc2nc(NC(=O)c3sc4nc(C)cc(C)c4c3N)sc2c1 | i | -13.8 | i | i | i | i | i | i | i | -1.6 | 6.4
CCN(CC)CCCNCC(=O)Nc1ccc(OC)c(Cl)c1 | x | -9.8 | i | i | i | i | x | 65* | i | 1.6 | x
CCN(CC)S(=O)(=O)c1ccc(N2CCCCC2)c(NC(=O)/C=C/c2cc(OC)c(OC)c(OC)c2)c1 | i | -8.6 | i | i | -6.86* | i | i | i | i | 13.0 | 2.3
Cc1ccc(C(=O)c2ccccc2C(=O)OCC(=O)NCC2CCCO2)cc1 (stereo not given) | i | -4.0 | i | i | i | i | i | i | i | 5.8 | 5.8
O=C1C=C(c2cccc(O)c2)CCC1 | i | -7.7 | i | i | i | i | i | i | i | -9.9 | 18.8
CCCc1ccc(C2C3=C(CC(C)(C)CC3=O)NC3=C2C(=O)c2ccccc23)cc1 (stereo not given) | i | -9.3 | 9* | i | i | i | i | i | i | -1.1 | -3.4
COC(=O)c1ccc2c(=O)n(Cc3ccc4c(c3)OCO4)c(=S)[nH]c2c1 | i | -0.7 | i | i | i | i | i | i | i | 1.7 | -8.9
COc1ccc(CC(NC(C)=O)C(=O)NC2CCN(c3nc(C)cc(C)c3C#N)CC2)cc1OC (stereo not given) | i | -11.5 | i | i | i | i | i | i | i | -5.3 | 12.7
CCOC(=O)Cn1c(=N)n(Cc2ccccc2F)c2ccccc21 | i | x | x | x | x | x | i | x | i | 0.0 | -1.5
Cc1cccc(-n2c(O)c(C=NC3CCS(=O)(=O)C3)c3ccccc3c2=O)c1C (stereo not given) | i | -3.9 | i | i | i | i | i | i | i | 7.4 | 4.4
O=C(O)c1ccc(Cn2nnc3sc4c(c3c2=O)CCCC4)cc1 | i | -6.7 | i | i | i | i | i | i | i | 5.5 | -5.0
O=C(Cn1cnc2ccccc21)N/N=C/C(Br)=C/c1ccccc1 | i | -6.3 | i | i | i | i | i | i | i | -1.7 | 1.4
COc1ccc(/C=C/C(=O)Nc2cc(F)ccc2C)cc1S(=O)(=O)N1CCOCC1 | i | -6.1 | i | i | i | i | i | i | i | -0.7 | -2.3
O=C(c1ccc2c(c1)N(Cc1ccccc1)C(=O)c1ccccc1S2)N1CCCC1 | i | -15.7 | i | i | i | i | i | i | i | -1.3 | 11.0
CC1=C(C)Cc2c(OC(=O)c3ccccc3)ccc(OC(=O)c3ccccc3)c2C1 | x | -2.4 | i | i | i | i | x | i | i | 3.4 | x
O=C1CC(N2CCN(c3nc4ccccc4s3)CC2)C(=O)N1Cc1cccs1 (stereo not given) | i | -1.7 | i | i | i | i | i | i | 100* | 12.6 | -0.7
CCc1ccc2c(c1)C1(NN=C(c3ccc(C)cc3)S1)C(=O)N2 (stereo not given) | -8.71* | -23.2 | 7* | i | i | i | i | i | i | 3.9 | 3.2
CCOC(=O)c1ccccc1NC(=O)c1cccc2c1C(=O)N(C1CCN(C(=O)OCC)CC1)C2 | i | -10.8 | i | i | i | i | i | i | i | 6.6 | 3.4
CC(=O)NCCC(=O)Nc1nc(-c2ccccc2Cl)cs1 | i | -12.2 | i | i | i | i | i | i | i | -4.4 | 0.8
CCC1CCCCN1CCCNC(=O)CCC(=O)N1CC(C)Oc2ccccc21 (stereo not given) | i | -6.3 | i | i | i | i | i | i | i | 2.7 | 3.2
O=S(=O)(Nn1cnnc1)c1ccc(F)cc1 | i | -7.7 | i | i | i | i | i | i | i | -5.9 | 5.1
O=C(CSc1nnc(CNC(=O)c2ccccc2)o1)Nc1nccs1 | i | -6.7 | i | i | i | i | i | i | i | -6.4 | x
COc1ccc(NC2CCCN(C(=O)c3csc(C)n3)C2)cc1 (stereo not given) | i | -2.8 | i | i | i | i | i | i | i | 3.9 | -1.6
CSc1ncccc1C(=O)NCC(=O)Nc1ccc(F)c(F)c1 | i | -2.2 | i | i | i | i | i | i | i | 5.8 | -6.9
C=CCNC(=O)COC(=O)c1ccccc1C(=O)N(C)C1CCCCC1 | i | -4.7 | i | i | -6.84* | i | i | i | i | 2.9 | 0.8
O=C(Nc1ccccc1Br)C1CCC(=O)N1Cc1ccccc1Cl (stereo not given) | i | -7.8 | i | i | i | i | i | i | i | 5.8 | -7.9
COc1ccc(NC(C)=O)cc1C#N | i | -19.5 | i | i | i | i | i | i | i | 1.2 | -1.8
NC(=NCCc1ccccc1)NS(=O)(=O)c1ccc(F)cc1 | i | -5.3 | i | i | i | i | i | i | i | -0.9 | 2.1
Cc1nn(-c2ccccc2)nc1C(=O)Nc1nnc(C(F)(F)F)s1 | i | -17.9 | i | i | i | i | i | i | 100* | -0.6 | -1.8
Cc1cc(N2CCOCC2)nc(SCC(=O)c2ccc(Cl)cc2)n1 | i | -10.2 | i | i | i | i | i | i | i | 6.4 | 10.4
CN(NS(=O)(=O)c1ccccc1)c1nc2ccccc2nc1C(F)(F)F | i | -8.4 | i | i | i | i | i | i | i | 5.5 | 2.8
O=C1c2ccccc2C(=Nc2ccccc2)C1c1cccc(Br)c1 (stereo not given) | i | -8.8 | i | i | i | i | i | i | i | 1.4 | -0.1
Clc1ccc(N2CCN(Cc3ccc(Br)o3)CC2)cc1 | i | -2.8 | i | i | i | i | i | i | i | 5.1 | 5.3
NC(=O)C1CCN(C(=O)CCNS(=O)(=O)c2cc(Br)cnc2N)CC1 | i | -3.8 | i | i | i | i | i | i | i | 2.7 | x
CC(C)C[C@@H](COc1ccccc1)N1CCN(Cc2ccccc2)CCC1=O | i | -3.9 | i | i | i | i | i | 52* | i | 2.1 | -7.3
O=C(NNc1ccc(-c2csnn2)cc1)c1cc(Cl)cc(Cl)c1 | i | -8.0 | i | i | i | i | i | i | i | 11.3 | x
O=C1/C(=C/c2ccncc2)Oc2cc(OS(=O)(=O)c3ccccc3)ccc21 | i | -7.0 | i | i | i | i | i | i | i | 3.8 | -5.3
CN(C)C1(CNC(=O)C2CCN(S(=O)(=O)c3c(Cl)cccc3Cl)CC2)CCCCC1 | i | -12.2 | i | i | i | i | i | i | i | 0.6 | -6.2
Cc1cc(C)n(CCC(=O)N=Nc2c(O)[nH]c3ccccc23)n1 | i | -13.2 | i | i | i | i | i | i | i | x | -3.9
CC(=O)c1cccc(NC(=O)c2oc(C)nc2C)c1 | i | -7.9 | i | i | i | i | i | i | i | 7.8 | 10.8
CCC(C)n1cnc2c(c1=O)c1nc3ccccc3nc1n2Cc1ccc2c(c1)OCO2 (stereo not given) | x | -8.9 | 7* | i | -7.17* | i | x | i | x | x | x
CCc1ccccc1NC(=O)CSc1nnc([C@@H]2CCCN2C(=O)OC(C)(C)C)o1 | i | 2.0 | i | i | i | i | i | i | i | -2.3 | 3.7
Cc1ccc(C)c(S(=O)(=O)N2CCCOC2CNC(=O)C(=O)NC2CC2)c1 (stereo not given) | i | -10.2 | i | i | i | i | i | i | i | -5.8 | 0.6
CCNC(=O)NC(=O)COc1ccccc1C#N | i | -5.7 | i | i | i | i | i | i | i | -1.8 | -2.4
COc1ccc2c(c1)N(S(=O)(=O)c1ccccc1)CCC2=O | i | -4.2 | i | i | i | i | i | i | i | 2.5 | -1.9
Cc1ccc(S(=O)(=O)NCCc2nnc3ccc(SCC(=O)Nc4nc5ccccc5s4)nn23)cc1 | x | -11.8 | i | i | i | i | x | i | i | 4.7 | x
COc1cc(OC)c(OC)cc1CN1CCN(Cc2ccc(SC)cc2)CC1 | i | -6.2 | i | i | i | i | i | 43* | i | -4.2 | -2.5
Cc1nc(Nc2ccccc2)c2oc3ccc(Cl)cc3c2n1 | i | -1.4 | i | i | i | i | i | i | i | 1.3 | -0.8
O=C(CSc1nc2ccccc2c(=O)[nH]1)N1CCCCCC1 | i | -11.7 | i | i | i | i | i | i | i | -1.3 | 12.4
CN(C)CCCNC(=O)c1cc(Br)ccc1Cl | i | -15.6 | i | i | i | i | i | i | i | -0.8 | -0.3
Cc1ccc(S(=O)(=O)N2CCOCC2)cc1C(=O)NC1CCCCCC1 | i | -8.6 | i | i | i | i | i | i | i | 11.8 | 0.5

Three entries from above, sorted by number of heavy atoms, falling.
SMILES | KCNK3 inh | hERG protect | KCNQ1 block | TRPC4 PAM | KCNK9 block | KCNQ1 act | TMEM16A act | TRPC4 act | ANO1 block | HDAC3 inhib | DYRK1A inh
Cc1ccc(S(=O)(=O)N2CCOCC2)cc1C(=O)NC1CCCCCC1 | i | -8.6 | i | i | i | i | i | i | i | 11.8 | 0.5
Cc1cc(C)n(CCC(=O)N=Nc2c(O)[nH]c3ccccc23)n1 | i | -13.2 | i | i | i | i | i | i | i | x | -3.9
CC(=O)c1cccc(NC(=O)c2oc(C)nc2C)c1 | i | -7.9 | i | i | i | i | i | i | i | 7.8 | 10.8
